Screens: PubChem, several laboratories
Fibroblast inh: antiproliferative effect on LL 47 fibroblasts – human, LL 47 cells, CellTiter-Glo luminescence, primary screen; LL 47 human lung fibroblast viability, ATP luminescence; hits give low values; viability, % at 10 µM; 1.1% of 85,000 active; AID 719, 2007;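 active = viability at or below 50% in the single dose screen; inactive = viability above 50%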;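 also: compound exposure lasted 72 h before the ATP readout; 100% = median luminescence of untreated cell-only wells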
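Test system: LL 47 human lung fibroblasts / Incubation: 72 h compound exposure at 37 °C after overnight plating / Technique: luminescent ATP detection, CellTiter-Glo / Compound dosing: 0.1% DMSO in all compound wells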
PostGolgi ctrl: growth inhibition of yeast control strain, primary screen, counter-screen for post-Golgi transport modulator project | efflux-deficient yeast background strain, growth absorbance A615, 16 h | inhibition, % at 10 µM | 5% of 98,000 active
HUVEC prolif 384: inhibitors of HUVEC proliferation, primary screen, cell-based, 384-well | CellTiter-Glo luminescence, 72 h; hits give low values | viability, % at 10 µM (by protocol) | 1.1% of 86,000 active | AID 648, 2007;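 active = viability at or below 30%; inactive = viability above 30%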;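 also: 100% = median luminescence of DMSO-only cell control wells on each plate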
hDAT+cocaine: changed hDAT dopamine uptake under cocaine IC80, either direction, primary screen, cocaine antagonist project, cell-based, LLC-PK1 hDAT, [14C]-dopamine uptake, MLSMR; Sodium-dependent dopamine transporter (Homo sapiens), Q01959; B-score at 10 µM; LLC-PK1 hDAT cells, [14C]-dopamine uptake with cocaine IC80; actives deviate in either direction; AID 449768, 2010; 1.3% of 110,000 active;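 active = Z score or B-score, a plate-position-corrected score, falls beyond the plate's 99.7% confidence bounds, in either direction; inactive = both scores lie inside the 99.7% bounds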;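 also: scored against the spread of the other compound wells on the same plate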
Target sequence (Q01959 whole entry, looked up): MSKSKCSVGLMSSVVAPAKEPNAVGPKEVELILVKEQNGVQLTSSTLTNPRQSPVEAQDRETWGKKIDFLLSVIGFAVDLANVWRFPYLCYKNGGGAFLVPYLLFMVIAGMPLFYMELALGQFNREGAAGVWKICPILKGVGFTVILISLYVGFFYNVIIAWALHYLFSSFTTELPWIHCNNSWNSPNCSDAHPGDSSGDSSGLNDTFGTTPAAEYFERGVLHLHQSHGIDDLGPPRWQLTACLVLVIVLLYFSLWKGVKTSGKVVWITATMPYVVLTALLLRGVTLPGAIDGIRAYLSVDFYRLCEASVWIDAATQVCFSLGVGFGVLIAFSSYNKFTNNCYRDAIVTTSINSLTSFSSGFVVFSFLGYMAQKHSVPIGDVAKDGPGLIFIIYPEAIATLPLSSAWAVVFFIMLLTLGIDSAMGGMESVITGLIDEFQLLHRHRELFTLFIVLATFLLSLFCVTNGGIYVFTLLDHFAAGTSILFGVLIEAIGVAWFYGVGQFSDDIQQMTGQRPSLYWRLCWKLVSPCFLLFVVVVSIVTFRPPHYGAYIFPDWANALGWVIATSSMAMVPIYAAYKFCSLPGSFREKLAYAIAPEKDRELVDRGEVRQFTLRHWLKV
S1P2 agonist: S1P2 receptor agonists, primary screen, cell-based; 0.46% of 97,000 active; activation, % at 4.5 µM; S1P2-expressing cell line, agonist reporter read-out; Sphingosine 1-phosphate receptor 2 (Homo sapiens), O95136; in the data active = activation above about 16%;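 also: 0% = vehicle low control and 100% = maximal reference agonist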
Target sequence (O95136 whole entry, looked up): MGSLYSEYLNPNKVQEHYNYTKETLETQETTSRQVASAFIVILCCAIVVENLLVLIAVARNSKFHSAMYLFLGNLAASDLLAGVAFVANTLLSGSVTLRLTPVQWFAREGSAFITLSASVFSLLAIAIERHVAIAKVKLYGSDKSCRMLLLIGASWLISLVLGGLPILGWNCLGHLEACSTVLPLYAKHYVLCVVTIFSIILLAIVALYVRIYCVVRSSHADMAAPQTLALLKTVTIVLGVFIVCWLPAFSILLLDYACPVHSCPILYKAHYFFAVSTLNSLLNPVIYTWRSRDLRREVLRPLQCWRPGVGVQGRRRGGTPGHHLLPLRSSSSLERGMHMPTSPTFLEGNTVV
PostGolgi yeast: phenotypic screen on post-Golgi transport, primary screen | 0.9% of 98,000 active | inhibition, % at 10 µM | AID 739, 2007 | post-Golgi transport phenotypic cell assay;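 also: yeast cells grown in 1536-well plates; yeast grown about 18 h at 30C before absorbance read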
H69AR growth 86K: proliferation blockers of H69AR lung cancer cells, primary screen, cell-based, human, 86K library | viability, % at 10 µM | 6% of 85,000 active | AID 598, 2007 | H69AR lung tumor viability, ATP luminescence, 72 h; hits give low values;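 active = viability at or below 40%; inactive = viability above 40%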;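 also: multidrug resistant small cell line overexpressing MRP-1 efflux transporter; 100% = mean luminescence of untreated control wells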
S1P2 blocker: human S1P2 receptor antagonists, primary screen, cell-based; Sphingosine 1-phosphate receptor 2 (Homo sapiens), O95136; cell-based S1P2 antagonist assay, inhibition at 5 uM; inhibition, % at 5 µM; 0.21% of 97,000 active; in the data active = inhibition above about 45%;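 also: CRE beta-lactamase reporter cells expressing human S1P2 stimulated with S1P; 0% = agonist at EC80 alone and 100% = agonist plus reference antagonist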
E coli WT exp: growth inhibitors of wild-type E. coli, primary screen, strain BW25113, expanded library, OD600. OD600 absorbance. growth inhibition, % at 100 µM. 0.15% of 98,000 active. AID 710, 2007;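 active = growth inhibition above about 50% at one test dose, limit read from the data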;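 also: growth measured after 20 h incubation at 37 °C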
* marks the source's active call; other numbers are inactive results; . = no result given; & = joins results of further samples. Rule as the data show it, unless noted: active = inhibition above about 30%; inactive = the rest.

SMILES	PostGolgi yeast	PostGolgi ctrl	hDAT+cocaine	S1P2 agonist	H69AR growth 86K	Fibroblast inh	HUVEC prolif 384	E coli WT exp	S1P2 blocker
CC(=O)Nc1ccc2oc(-c3ccccc3Br)nc2c1	-1	11	.	-6	87	101	106	-2	5
COc1ccc(C2SC[C@@H](C(=O)O)N2C(C)=O)cc1 (some centres not stated)	-15	18	-0.56	-6	87	90	83	3	-7
O=C(NCCO)c1cccc(Cl)c1	5	-5	-0.17	-3	94	101	93	-5	-5
COc1ccc(NC(=O)COC(=O)[C@@H]2CCCN2C(=O)c2cccs2)cc1	-12	-2	0.057	0	.	.	.	-5	-14
CCc1nnc(NC(=O)CC(CN(C)S(=O)(=O)c2ccccc2)c2ccccc2)s1 (configuration not stated)	2	1	0.39	-7	104	98	93	-4	6
CCN1C(=O)/C(=C/N(C(C)=O)c2ccccc2)N(c2ccccc2)C1=S	-8	28	1.4	-1	16*	68	80	3	-35
CCN(CCCNC(=O)C1CCN(S(=O)(=O)N2CCC3(CC2)OCCO3)CC1)c1ccccc1	4	8	0.38	-9	84	91	98	4	11
Cc1cc2nnc(SCc3ccccc3)n2c(N)n1	-1	0	0.75	-5	.	106	96	-4	17
COc1ccc(CN2C(=O)c3cccnc3C2Nc2cc(Cl)ccc2OC)cc1 (configuration not stated)	8	10	-2.2&0.37	.	88	97	80	3	.
COC(=O)c1cc(Br)c(=O)n(Cc2ccc(C(=O)O)cc2)c1	2	-2	0.082	-12	88	102	94	1	16
Cc1noc(C)c1C(=O)N1CCN(c2ncccn2)CC1	22	-4	-0.11	1	104	97	102	-3	2
O=c1[nH]c(CSc2nnc(-c3cccnc3)n2C2CCCCC2)nc2ccccc12	11	2	.	0	63	99	76	3	4
CC(=O)N1CCc2cc(S(=O)(=O)CCC(=O)Nc3ccc4c(c3)OCCO4)ccc21	-1	2	-0.27	-9	91	107	98	10	15
O=C(/C=C/c1ccccc1)N1CCN(c2cccc(Cl)n2)CC1	-11	13	0.23	-5	.	.	.	-8	1
Cc1cc(OCCN2CCCCC2)nc2ccccc12	-4	9	0.51	-5	99	99	105	6	-10

Looked up above:
Result of `CCc1nnc(NC(=O)CC(CN(C)S(=O)(=O)c2ccccc2)c2ccccc2)s1` (configuration not stated) in S1P2 blocker: 6
Result of `COc1ccc(CN2C(=O)c3cccnc3C2Nc2cc(Cl)ccc2OC)cc1` (configuration not stated) in hDAT+cocaine: -2.2&0.37
Result of `CCN1C(=O)/C(=C/N(C(C)=O)c2ccccc2)N(c2ccccc2)C1=S` in Fibroblast inh: 68

The main list resumes, starting two compounds before the break.
SMILES	PostGolgi yeast	PostGolgi ctrl	hDAT+cocaine	S1P2 agonist	H69AR growth 86K	Fibroblast inh	HUVEC prolif 384	E coli WT exp	S1P2 blocker
O=C(/C=C/c1ccccc1)N1CCN(c2cccc(Cl)n2)CC1	-11	13	0.23	-5	.	.	.	-8	1
Cc1cc(OCCN2CCCCC2)nc2ccccc12	-4	9	0.51	-5	99	99	105	6	-10
CC(C)c1nc(SCC(=O)NCc2ccccc2)n[nH]1	4	1	-0.02	-4	102	98	99	0	8
CCOC(=O)N1CCC(n2c(SCC(=O)N3CCCC3)nc3ccccc3c2=O)CC1	3	16	0.059	-9	.	.	.	-1	14
COc1ccccc1N1CCN(Cc2cc(=O)n3ccsc3n2)CC1	4	5	1.5	-8	108	106	106	4	-1
Cc1cc(Cl)ccc1Oc1ncnc2oc(-c3ccccc3)cc12	1	19	.	0	.	.	.	-5	4
CCn1cc(C(=O)N2CCOCC2)c(=O)c2cc(S(=O)(=O)N(C)C3CCCCC3)ccc21	-8	-12	-0.3	.	100	99	93	5	.
O=C(NCc1ccccc1)c1ccc2c(c1)C(=O)N(Cc1ccncc1)C2=O	1	11	-0.84	-6	99	105	89	-4	19
O/N=C1/CCCCC1c1ccccn1 (configuration not stated)	2	1	-0.95	1	104	103	98	-2	16
O=C(CSc1ncn[nH]1)N1CCN(S(=O)(=O)c2ccccc2)CC1	-2	-4	0.028	-4	105	98	99	1	-7
CC(C)Cc1cc(C(=O)NCc2ccco2)no1	.	.	-0.53	.	91	96	89	.	.
COCCNC(=O)CN(C)S(=O)(=O)c1ccc2c(c1)OCCO2	-1	5	-0.055	-10	97	100	99	2	6
O=c1c2ccccc2ncn1-c1ccc2c(c1)OCCO2	-7	2	-0.61	-4	.	.	.	10	13
Cc1csc(C(C#N)C(=O)c2ccncc2)n1 (configuration not stated)	3	-1	.	.	89	95	96	-12	.
Cc1ccccc1-c1ccc(C=Nc2c(C)n(C)n(-c3ccccc3)c2=O)o1	1	7	-0.062	-2	98	89	89	17	-6
COc1ccc(C2CC(c3cccs3)=Nc3ccccc3S2)cc1OC (configuration not stated)	.	.	1.2	-3	21*	94	93	.	3
CC(=O)Nc1ccc(S(=O)(=O)Nc2nccc(C3Cc4ccccc4C(=O)O3)n2)cc1 (configuration not stated)	-1	0	-1.2	-1	96	101	108	8	-5

Next records.
SMILES	PostGolgi yeast	PostGolgi ctrl	hDAT+cocaine	S1P2 agonist	H69AR growth 86K	Fibroblast inh	HUVEC prolif 384	E coli WT exp	S1P2 blocker
CSc1nc(N)nc(SC2C=CCCC2)c1C#N (configuration not stated)	4	15	0.27	1	63	98	98	3	-2
O=C(OCc1cc2ccccc2[nH]c1=O)c1ccco1	-2	2	0.069	-3	86	99	97	4	-16
CNC(=O)COC(=O)c1cccnc1SC	-6	-5	0.071	-6	102	96	91	-2	16
CCn1c2ccc(CC(=O)O)cc2c2cc(CC(=O)O)ccc21	-1	2	-0.65	.	93	98	98	-6	.
O=C(c1ccccc1)n1nc(-c2ccccc2)nc1NCc1ccco1	0	8	.	-18	95	101	93	1	-28
O=C(CN1CCCCC1)Nc1ccc(S(=O)(=O)NC2CCCCC2)cc1	-5	6	-0.058	-7	86	87	90	1	-4
Cc1ccc(S(=O)(=O)n2nc(-c3ccco3)nc2SCc2ccccc2)cc1	11	5	-1.5	-5	.	.	.	-14	3
CCCCNC(=O)c1sc2ncnc(N3CCc4ccccc4C3)c2c1C	0	20	4.2*	-6	42	91	103	-7	4
CCn1cc(C(=O)N2CCc3ccccc32)c(=O)c2cc(S(=O)(=O)N3CCOCC3)ccc21	-2	3	.	-6	73	96	91	9	14
Cc1cc(NC(=O)CSCCO)no1	9	22	-0.21	-7	103	103	106	3	16
CCOC(=O)c1ccc(-c2ccc(CO)o2)cc1	13	3	-0.52	-1	.	.	.	10	11
N#Cc1cc(-c2ccccc2)nnc1Sc1ccc(F)cc1	-9	0	-0.31	-6	66	83	92	-2	5
O=C(CSc1nnc(-c2cccnc2)n1C1CCCCC1)NC1CCCC1	-4	2	0.0064	1	90	97	94	-10	-18
COCCn1nnnc1C(c1cc2cc(C)ccc2[nH]c1=O)N1CCN(C2CCCCC2)CC1 (configuration not stated)	9	13	0.73	-5	95	98	100	9	17
Cc1cccc(CSc2nnc(Cn3c(=O)sc4ccccc43)n2C)c1	14	13	0.05	.	78	79	48	-6	.

Following part:
SMILES	PostGolgi yeast	PostGolgi ctrl	hDAT+cocaine	S1P2 agonist	H69AR growth 86K	Fibroblast inh	HUVEC prolif 384	E coli WT exp	S1P2 blocker
CCOc1ccc2nc(NC(=O)CCC(=O)c3cccs3)sc2c1	-23	5	-0.51	0	84	94	68	-1	-14
CCOC(=O)C(=O)Nc1nnc(Cc2ccc(OC)c(OC)c2)s1	.	.	-0.46	-3	118	102	101	.	-14
COc1ccc(NC(=O)CC(C)C)c(OC)c1	-2	-8	-0.24	-2	102	98	88	-5	-4
COc1ccccc1NS(=O)(=O)c1ccc2oc(SC3CCOC3=O)nc2c1 (configuration not stated)	-1	3	-0.63	0	106	97	94	5	2
Cc1cc(N2CCCc3ccccc32)n2ncnc2n1	1	14	-0.73	.	85	101	100	-4	.
COC(=O)c1ccc(C2C(C(=O)Nc3ccccc3C)=C(C)Nc3ncnn32)cc1 (configuration not stated)	-11	12	-1	-7	102	97	97	-6	24
O=C(CC(=O)c1ccccc1O)c1cccc(F)c1	10	38*	0.57	-3	.	.	.	12	-3
Cc1noc(/C=C/N(C)C)c1S(=O)(=O)N1CCCC(C(=O)NCc2ccccc2Cl)C1 (configuration not stated)	2	-7	.	-3	109	96	78	9	16
O=C(O)CCCC(=O)N1CCc2cc(S(=O)(=O)N3CCc4ccccc43)ccc21	-11	1	0.68	-1	93	90	89	2	2
O=C(CSC(=S)N1CCCCC1)Nc1nc(-c2ccccc2)c(-c2ccccc2)o1	2	16	1	-11	.	.	.	-8	18
CCc1ccc(Nc2ncc3c(n2)CC(c2ccco2)CC3=O)cc1 (configuration not stated)	2	1	-0.044	2	26*	97	71	-3	-15
CC1CCc2c(sc(N)c2C(=O)OC(C)C)C1 (configuration not stated)	1	6	-0.2	-7	100	98	97	11	-8
COc1ccc(N2CCN(C(=O)c3sc4nc(-c5ccc(F)cc5)cn4c3C)CC2)cc1	.	.	-0.094	.	63	91	71	.	.
Cc1ccc(NC(=O)CN2C(=O)N/C(=C/c3ccco3)C2=O)cc1	7	-8	.	-6	.	.	.	-11	2
CC1CCN(c2nc3c(c(=O)n(C)c(=O)n3C)n2CCSc2nc3ccccc3s2)CC1	16	36*	0.16	-1	56	88	100	-2	18

Carrying on:
SMILES	PostGolgi yeast	PostGolgi ctrl	hDAT+cocaine	S1P2 agonist	H69AR growth 86K	Fibroblast inh	HUVEC prolif 384	E coli WT exp	S1P2 blocker
Cn1c(/C(C#N)=C/C2CC=CCC2)nc2ccccc21 (configuration not stated)	-9	24	-0.53	-5	57	90	72	-2	-2
COc1cc(C(=O)NNC(=O)NC2CCCCC2)cc(OC)c1OC	21	-7	0.76	-5	.	.	.	-3	27
CCOc1ccc(N2CC(O)Cn3c2nc2c3c(=O)n(CCCc3ccccc3)c(=O)n2C)cc1 (configuration not stated)	-2	16	-0.035	0	61	89	89	-12	-7
CCOC(=O)c1sc2cccc(Cl)c2c1N	.	.	0.56	-4	93	95	87	.	-22
Cc1nc2c(C(=O)O)cnn2c(C)c1Cc1ccccc1F	1	6	0.21	.	85	102	97	-2	.
CCOC(=O)N1CCN(C(=O)C2CC(=O)N(Cc3ccc(OC)cc3)C2)CC1 (configuration not stated)	2	-10	0.38	-3	.	.	.	6	26
O=S(=O)(Nc1ccc2c(c1)OCCO2)c1cccc2cccnc12	-3	4	.	-3	89	96	98	3	15
Cc1cc(-c2ccccc2)c(C#N)c(SCC(N)=O)n1	17	4	0.041	-6	75	95	87	-4	-14
CC(=O)Nc1ccc(NC(=O)CSc2ncnn2-c2ccccc2)cc1	15	-7	-1.4	-4	87	97	87	8	5
Cc1ccc(NC(=O)CSc2nnc(Cc3cccn3C)n2-c2ccc(F)cc2)cc1	-4	13	0.067	-7	96	95	100	6	-1
O=C1C2C3C=CC(C3)C2C(=O)N1c1nccs1 (configuration not stated)	15	10	-0.78	0	93	102	103	-5	-5
CCOC(=O)c1sc(C)c2c(=O)n(CC(=O)c3ccc(Br)cc3)nnc12	1	9	-1.5	-4	74	103	99	-2	-1
CCCCOC(=O)c1ccc(NC(=O)c2cnc3n(c2=O)CCS3)cc1	6	11	-1.6	-4	81	93	95	-5	-4
CCN(CC)c1ccc(NC(=O)CN2C(=O)CC(C)(C)S(=O)(=O)c3ccccc32)c(C)c1	-1	4	1.3	-4	93	99	103	-7	7
CCOC(=O)/C(C#N)=C\c1ccco1	-2	17	-0.84	-2	.	.	.	4	5
O=c1c([N+](=O)[O-])c(N2CCCCCC2)c2ccccc2n1-c1ccccc1	-7	16	-0.11	-2	.	.	.	-19	10
CC(C)Cn1c(-c2ccccc2F)n[nH]c1=S	8	33*	-0.5	-6	91	89	86	9	-1

Hits appear at their usual frequency; any-hit rate near 11%.
